From PubChem
uPA surface inh: qHTS for Inhibitors of Cell Surface uPA Generation | cell surface uPA generation assay, qHTS | Potency, µM (highest dose often 38.3 µM), for inactives: at the top dose activity change, negative = inhibition, most hits filed as inhibitors | 330,000 compounds, 0.31% hits | AID 540303, 2011; active = well fitted inhibition curve with a large enough effect; inconclusive = small, poorly fitted or top-dose-only effect; inactive = no such curve, though single readings can be large or run the other way; tested in mouse RAW 264.7 cells; note: potency is the fitted concentration of half-maximal effect; nearly all actives have a fitted effect of over 55% in size
Chronic BCR inh: qHTS Assay to Find Inhibitors of Chronic Active B-Cell Receptor Signaling; ABC-DLBCL IkBa-CBG/CBR reporter, luminescence ratio, 4 h; Potency, µM (highest dose often 46.1 µM), without a hit: at the top dose ratio change, negative = lower green/red ratio, hits mostly inhibitors; 340,000 compounds, 0.05% hits; AID 493014, 2011; active = well fitted inhibition curve with a large enough effect in the signal ratio, with a control signal flat, not every such curve was filed as active; inconclusive = small, poorly fitted or top-dose-only effect, or effect the other way, or a change in a side signal; the % refers to the signal ratio;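 note: potency is the fitted concentration of half-maximal effect; plate controls were basal doxycycline-induced cells for no effect and cells given 10 µM MG132 for full effect; MG132 reads +100%, hits lower the ratio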
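Compounds up to 46 uM were incubated four hours with TMD8 cells whose green CBG68 luciferase is fused to IkappaBalpha; red CBR luminescence normalised the signal, and concentration-effect curves were fitted to fusion, red and ratio data.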
B2AR arrestin: qHTS assay of beta-arrestin-biased ligands of beta2-adrenergic receptor; Beta-2 adrenergic receptor (Homo sapiens), P07550; beta-arrestin recruitment to beta2AR, cell-based reporter; Potency, µM (titrated, usually from 46.1 µM), without a hit: at the highest dose activation, usual class: activators; 330,000 compounds, 0.02% hits; AID 492947, 2010;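 note: potency is the fitted concentration of half-maximal effect; 0% = DMSO controls and full agonism = EC100 isoproterenol or metaproterenol; nearly all actives have a fitted effect of over 65% in size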
KCNH2 3.1 inh: qHTS for Inhibitors of KCHN2 3.1: Mutant qHTS | Potassium voltage-gated channel subfamily H member 2, brain isoform KCNH2 3.1 (human) | U2OS KCNH2 3.1, thallium flux FluxOr; active compounds read low | activity change, % (tested at about 1.8 µM) | 340,000 compounds, 0.95% hits | AID 720553, 2013;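 active = maximum activity change below -70%; inconclusive = maximum activity change from -70% to -50%; inactive = maximum activity change above -50%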;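 note: thallium influx rate constant from kinetic fluorescence after stimulation buffer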
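Virally transduced U2OS (3.1 isoform, 4 h infection in dark at RT) → overnight 37 C → FluxOr + Red40 in HBSS/HEPES, 45 min → stimulation buffer, 2 min kinetic read → rate constant vs DMSO controls.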
FBPA coupling cs: qHTS Assay for Inhibitors of Fructose-1,6-bisphosphate Aldolase from Giardia Lamblia: Coupling assay counterscreen; 290,000 compounds, 0.67% hits; activity change, negative = inhibition, % at 58.2 µM, hits read low; AID 2472, 2010; coupling enzyme system counterscreen, AmpLite Red fluorescence; in the data active = activity change below about -30%
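First, compound is pin-transferred into glyceraldehyde-3-phosphate coupling-enzyme reagent at 57.5 uM final and held 10 min at RT. Next, substrate, coupling system and AmpLite Red are added. After 20 min RT, fluorescence (525/598 nm) is read.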
GALK inhibitor: qHTS Assay for Inhibitors of Human Galactokinase (GALK); Purified GALK, Kinase-Glo residual ATP luminescence; Potency, µM (series often up to 57.5 µM), without a hit: top-dose activity change, negative = inhibition, actives largely listed as inhibitors; 270,000 compounds, 0.007% hits; AID 1868, 2009; note: potency is the fitted concentration of half-maximal effect
Target sequence (P51570 whole entry, looked up): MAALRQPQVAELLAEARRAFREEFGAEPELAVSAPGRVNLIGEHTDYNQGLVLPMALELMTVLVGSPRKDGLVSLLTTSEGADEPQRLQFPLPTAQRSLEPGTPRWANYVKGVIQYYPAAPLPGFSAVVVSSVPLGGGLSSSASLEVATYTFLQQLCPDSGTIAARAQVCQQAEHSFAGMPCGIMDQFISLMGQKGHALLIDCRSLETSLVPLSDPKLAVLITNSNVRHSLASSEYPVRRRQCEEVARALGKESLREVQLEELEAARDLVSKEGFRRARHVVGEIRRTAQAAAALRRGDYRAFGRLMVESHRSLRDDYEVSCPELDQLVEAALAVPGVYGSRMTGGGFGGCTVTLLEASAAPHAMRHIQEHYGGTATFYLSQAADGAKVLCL
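Luminescence from leftover ATP (Ultra-Glo luciferase/luciferin) served as read-out after a 1 h room-temperature reaction of 5 nM GALK with 35 uM ATP and 100 uM galactose.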
Eya2 inh: qHTS Assay for Inhibitors of the Phosphatase Activity of Eya2. recombinant Eya2, OMFP fluorescence dephosphorylation (OMFP is methylfluorescein phosphate). Potency, µM (titrated, usually from 76.9 µM), for the others: at the highest dose activity, negative = inhibition, actives largely listed as inhibitors. 330,000 compounds, 0.006% hits; note: potency is the fitted concentration of half-maximal effect
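Eya2 (0.2 uM) preincubated 10 min at ambient with compound, then OMFP substrate added at 50 uM; 10 min reaction in 50 mM HEPES pH 7.5, 50 mM NaCl, 5 uM MgCl2, 0.05% BSA, 1 mM DTT. Fluorescence read at Ex 485/Em 525 nm.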
KCNH2 WT inh: qHTS for Inhibitors of KCHN2 3.1: Wildtype qHTS | activity change, % at 1.84 µM | Voltage-gated inwardly rectifying potassium channel KCNH2 (Homo sapiens), Q12809 | U2OS, BacMam KCNH2, thallium flux FluxOr; active compounds read low | 340,000 compounds, 0.37% hits | AID 720551, 2013;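 active = maximum activity change below -70%; inconclusive = maximum activity change between -70% and -50%; inactive = maximum activity change above -50%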
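U2OS cells were transduced with wild-type KCNH2 virus (2.03 x 10^8 / mL) for 4 h at room temperature, then cultured overnight at 37 C. Thallium flux was read with FluxOr dye. Rate constants were normalized to DMSO controls.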
PKM2 act: qHTS Assay for Activators of Human Muscle isoform 2 Pyruvate Kinase; AID 1631, 2009; Pyruvate kinase PKM (Homo sapiens), P14618; purified PKM2, Kinase-Glo ATP luminescence, activation; response scale: 0% is enzyme alone, no compound; 260,000 compounds, 0.34% hits; Potency, µM (doses to about 57.5 µM), inactives show at the highest dose activation, hits mostly activators; note: potency is the fitted concentration of half-maximal effect; nearly all actives have a fitted effect of over 55% in size
Target sequence (P14618 whole entry, looked up, canonical isoform): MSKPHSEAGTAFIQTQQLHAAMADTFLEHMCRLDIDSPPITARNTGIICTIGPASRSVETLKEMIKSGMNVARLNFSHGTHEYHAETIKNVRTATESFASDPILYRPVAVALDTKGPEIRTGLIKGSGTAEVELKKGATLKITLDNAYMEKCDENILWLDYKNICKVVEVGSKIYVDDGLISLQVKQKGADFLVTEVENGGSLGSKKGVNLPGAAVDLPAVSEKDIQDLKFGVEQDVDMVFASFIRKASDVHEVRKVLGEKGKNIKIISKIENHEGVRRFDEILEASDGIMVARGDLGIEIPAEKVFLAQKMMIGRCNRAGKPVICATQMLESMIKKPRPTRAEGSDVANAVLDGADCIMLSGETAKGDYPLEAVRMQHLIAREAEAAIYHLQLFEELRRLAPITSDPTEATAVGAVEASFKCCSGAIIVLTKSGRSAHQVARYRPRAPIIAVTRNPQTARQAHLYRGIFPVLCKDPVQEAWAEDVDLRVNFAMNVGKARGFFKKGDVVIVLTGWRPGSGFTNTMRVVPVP
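Purified hPK-M2 (>95% pure) converted ADP (0.1 mM final) to ATP with 0.5 mM PEP in 50 mM imidazole pH7.2, KCl, MgCl2, Tween 20, BSA; 1 h at room temperature. ATP detected by Kinase-Glo luminescence.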
Giardia killer: Small Molecules that selectively kill Giardia lamblia: qHTS; 340,000 compounds, 0.15% hits; Giardia lamblia trophozoite viability; activity change, % at 7.66 µM, hits read low; in the data active = activity change below about -80%; inconclusive = between about -30% and that limit;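 note: parasites exposed to compound for two days anaerobically before the ATP read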
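ATP-content bioluminescence gauges trophozoite survival. Cells (100/well) receive compound and incubate anaerobically for 48 hrs at 37 deg C; detection reagent follows for 15-30 min at room temperature.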
USP2a block: qHTS Assay for Inhibitors of Ubiquitin-specific Protease USP2a Using CHOP2 as the Reporter; Ubiquitin carboxyl-terminal hydrolase 2 (Homo sapiens), O75604; USP2 core, Ub-CHOP2 coupled fluorogenic reporter, 485/531; Potency, µM (doses to about 38.3 µM), for inactives: at the top dose activity change, negative = inhibition, hits mostly inhibitors; 330,000 compounds, 0.01% hits; AID 463254, 2010;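 note: potency is the fitted concentration of half-maximal effect; plate controls were DMSO wells for no effect and full inhibition by NEM control for full effect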
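Deubiquitinase activity read as fluorescence (485/531 nm) after Ub-CHOP2 cleavage activates the enterokinase reporter on its substrate; USP2 core 10nM, Ub-CHOP2 and substrate 25nM each, 30min compound preincubation then 60min RT; data normalized to NEM, curves fitted.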
Numbers without * were called inactive; ? = inconclusive; . = no result given. Unless noted, calls come from the whole dose curve; as a rule, active = well fitted curve in the direction sought with a large enough effect; inconclusive = small, poorly fitted or top-dose-only effect, or another doubt; inactive = no such curve, though single readings can be large; an effect the other way counts as inactive or inconclusive. Unless noted, % is set by controls: 0 for no effect and ±100 for the full control effect.

SMILES	uPA surface inh	Chronic BCR inh	B2AR arrestin	KCNH2 3.1 inh	FBPA coupling cs	GALK inhibitor	Eya2 inh	KCNH2 WT inh	PKM2 act	Giardia killer	USP2a block
O=C(/C=C/c1cccc([N+](=O)[O-])c1)NCCSCc1ccco1	5%	0%	-0.1%	-3	2	1%	-1%	4	-9%	21	0%
O=c1[nH]c(/C(Cl)=C/c2cc(Cl)ccc2O)nc2cc(Cl)ccc12	5%	?	-0.2%	5	-1	-1%	2%	13	-5%	-21	2%
CCOC(=O)C1(CCOc2ccccc2)CCN(Cc2cccn2-c2cccnc2)CC1	-6%	7%	2.6%	2	0	1%	-4%	33	16%	7	-2%
Cc1c(C)c2ccc(OC(C)C(=O)NC3CCN(Cc4ccccc4)CC3)cc2oc1=O (configuration not stated)	-2%	-12%	-0.6%	-1	.	5%	1%	44	.	0	2%
O=c1cc(N2CCCCC2)nc2n1CCCS2	.	-1%	-1.0%	-6	3	8%	-8%	21	-7%	29	0%
COc1cc(/C=N/n2nnnc2N)ccc1OC(C)C	-4%	?	-0.1%	-2	-1	0%	8%	2	.	-9	3%
COc1ccc(CNC(=O)CCCn2nc([N+](=O)[O-])cc2C)cc1	12%	4%	0.3%	-5	0	-1%	-18%	1	5%	12	-2%
CC(C)(C)c1ccc(S(=O)(=O)N2CCN(C(=O)c3ccc4c(c3)C(=O)N(Cc3ccncc3)C4=O)CC2)cc1	-3%	-9%	-0.2%	-44	.	.	-20%	2	.	14	2%
Cc1ccccc1-n1nc(C)c(N=O)c1N	-8%	?	0.0%	32	1	1%	9%	.	.	9	-1%
O=C(CN1CCCN(S(=O)(=O)c2ccc(F)cc2)CC1)Nc1ccccc1Br	3%	-22%	-0.7%	-36	-2	-3%	-1%	9	-11%	-16	1%
CCOc1ccc(NC(=S)Nc2ccc(C)c([N+](=O)[O-])c2)cc1	.	-15%	0.2%	9	-4	0%	-20%	-9	-5%	6	2%
O=S(=O)(c1cccc2cccnc12)n1cnc2ccccc21	9%	?	0.2%	9	1	0%	3%	-15	-1%	1	0%

Rewritten with each value named: part of the list above
> O=c1cc(N2CCCCC2)nc2n1CCCS2
  uPA surface inh: .
  Chronic BCR inh: -1%
  B2AR arrestin: -1.0%
  KCNH2 3.1 inh: -6
  FBPA coupling cs: 3
  GALK inhibitor: 8%
  Eya2 inh: -8%
  KCNH2 WT inh: 21
  PKM2 act: -7%
  Giardia killer: 29
  USP2a block: 0%
> COc1cc(/C=N/n2nnnc2N)ccc1OC(C)C
  uPA surface inh: -4%
  Chronic BCR inh: ?
  B2AR arrestin: -0.1%
  KCNH2 3.1 inh: -2
  FBPA coupling cs: -1
  GALK inhibitor: 0%
  Eya2 inh: 8%
  KCNH2 WT inh: 2
  PKM2 act: .
  Giardia killer: -9
  USP2a block: 3%

Going on with the list.
SMILES	uPA surface inh	Chronic BCR inh	B2AR arrestin	KCNH2 3.1 inh	FBPA coupling cs	GALK inhibitor	Eya2 inh	KCNH2 WT inh	PKM2 act	Giardia killer	USP2a block
O=C(CNC(=O)c1cc(Cl)cc([N+](=O)[O-])c1)OCC(=O)N1CCCCC1	-2%	?	-0.5%	-7	.	.	1%	1	.	?	0%
COc1ccc(S(=O)(=O)N2CCCCC2)cc1NC(=O)C1CCCC1	-7%	0%	0.3%	15	.	.	5%	-1	.	-2	-1%
Cc1cc(C)n(-c2nncc(-c3ccccc3)n2)n1	-6%	?	0.3%	2	1	4%	1%	0	2%	-3	1%
O=C(C1CCCN(c2ncnc3c2nc2n3CCCCC2)C1)N1CCN(c2ccccc2F)CC1 (configuration not stated)	1%	?	-0.3%	-4	.	4%	-20%	-18	.	8	-9%
Cc1ccc(S(=O)(=O)N(CC(=O)Nc2cc(C)ccc2C)C(=O)N2CCN(C)CC2)cc1	14%	-4%	0.0%	7	.	.	12%	6	.	16	-2%
CC(C)Oc1ccc(C(CC(=O)N2CCOCC2)C(C)C)cc1 (configuration not stated)	-5%	1%	-1.0%	2	1	0%	8%	-8	.	-3	4%
CCCC/C(C)=N/NC(=O)C(=O)NCCc1ccccc1	8%	-3%	-4.1%	9	-1	-2%	-14%	36	-8%	-10	1%
CCc1c(C)c2ccc(OCC(=O)OC)cc2oc1=O	.	?	-0.6%	-4	4	1%	-15%	-9	10%	-10	0%
CC(C)c1ccc(NC(=O)CCNC(=O)Cn2cnc3ccccc3c2=O)cc1	-5%	?	0.3%	-4	0	0%	-4%	-6	-4%	2	1%
Cc1nonc1NC(=O)CSc1nc2c(C)cccc2cc1C#N	3%	?	0.1%	27	-2	-1%	0%	.	-8%	-11	6%
COc1ccc(CCNC(=O)C/C(C)=N/NC(=O)COc2ccc(C)cc2Br)cc1OC	-6%	-13%	0.2%	8	3	0%	-12%	-23	.	-17	2%
COc1ccc(/C(C)=N/NC(=O)c2cccc(S(=O)(=O)N3CCCC3)c2)c(O)c1	-15%	-8%	0.0%	-11	.	.	-5%	-2	.	?	4%
COc1ccccc1N1CCN(C(=O)CC(NC(=O)c2ccccc2Cl)c2ccccc2)CC1 (configuration not stated)	10%	?	-0.1%	-27	.	.	7%	-3	.	8	-1%
CCC[C@@H](CN1CCC[C@H]1CN1C(N)=NC[C@H]1CC(C)C)N1C[C@@H](Cc2ccccc2)N(CCCC2CCCC2)C1=N	4%	0%	-1.0%	6	.	.	-26%	-6	.	-4	1%
O=C1C(Cc2ccccc2)NC(=S)N1c1ccccc1 (configuration not stated)	.	?	-0.8%	-12	1	0%	0%	3	-1%	-16	1%
CN(C)C(=O)CSc1nnc(-c2cccnc2)n1-c1ccccc1	3%	1%	0.2%	-3	4	2%	0%	1	1%	?	1%
Cc1ccc(CCNC(=O)c2ccc3nc4ccc(Cl)cc4c(=O)n3c2)cc1	8%	?	0.0%	-31	2	-2%	-2%	-15	.	0	-7%
CN1CCc2c(sc3nc(SCC(=O)N4CCOCC4)nc(N)c23)C1	1%	0%	-0.5%	13	-4	15%	2%	-3	-5%	11	1%
CC(=O)c1cn(CC(=O)Nc2ccccc2C(F)(F)F)c2ccccc12	-15%	-1%	-0.3%	1	-1	-2%	0%	28	-1%	-15	2%
O=C1CCCN1CC(CN1CCOCC1)Sc1nc2ccccc2c(=O)n1-c1ccccc1 (configuration not stated)	-4%	?	-0.3%	-4	0	6%	-1%	-13	-2%	7	-2%
CC(=O)Nc1nn(C)c2nc3cc(C)ccc3cc12	-5%	-2%	-0.9%	-4	-1	0%	6%	13	0%	-25	-1%
COc1ccc(C(=O)N2CCN(c3nc(C4CC4)nc4sc(C)c(C)c34)CC2)cc1	5%	2%	0.3%	-6	5	0%	-6%	0	.	?	0%
COc1cc(/C=C2/SC(=S)NC2=O)ccc1OS(=O)(=O)c1ccc(C)cc1	1%	5%	0.5%	2	6	-13%	6%	-1	3%	11	-2%
COc1ccc(CCNC(=O)Nc2ccccc2[N+](=O)[O-])cc1	2%	?	5.3%	23	1	1%	-8%	0	-6%	9	2%
CCOC(=O)c1nn(-c2ccc(Cl)cc2Cl)c(=N)c(C#N)c1C	.	?	0.2%	.	-12	6%	1%	.	-6%	.	15%
CC(C)CNC(=O)C1CCN(c2ccc(S(=O)(=O)N3CCOCC3)cc2)CC1	4%	0%	-0.1%	-2	4	2%	-6%	1	-1%	-10	7%
COc1cc2c(cc1OC)C(COc1ccccc1OC)N(C(=O)C(C)C)CC2 (configuration not stated)	0%	-18%	0.2%	-8	2	-1%	-10%	-5	-1%	17	-2%

Ordered by value in Eya2 inh (low to high): 6 from the list above.
compound | Eya2 inh
COc1cc2c(cc1OC)C(COc1ccccc1OC)N(C(=O)C(C)C)CC2 (configuration not stated) | -10%
COc1ccc(C(=O)N2CCN(c3nc(C4CC4)nc4sc(C)c(C)c34)CC2)cc1 | -6%
O=C1CCCN1CC(CN1CCOCC1)Sc1nc2ccccc2c(=O)n1-c1ccccc1 (configuration not stated) | -1%
CC(=O)c1cn(CC(=O)Nc2ccccc2C(F)(F)F)c2ccccc12 | 0%
CCOC(=O)c1nn(-c2ccc(Cl)cc2Cl)c(=N)c(C#N)c1C | 1%
COc1cc(/C=C2/SC(=S)NC2=O)ccc1OS(=O)(=O)c1ccc(C)cc1 | 6%
